PfHsp40 rescue – rescue of PfHsp40-mediated yeast toxicity. S. cerevisiae expressing PfHsp40, growth rescue, ATP luminescence. growth rescue, % at 12.5 µM. actives 0.68% (n = 340,000). AID 504582; in the data active means growth rescue above about 28%, passing the limit was not always enough;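 further: yeast W303a lacking pdr1 and pdr3 grown in galactose medium; growth measured after three days at 30 °C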
Yp Topo-I inh – blocks Yersinia pestis topoisomerase I activity | Y. pestis Topo-I cleavage product accumulation, plate reader | activity, % at 10 µM | actives 0.064% (n = 360,000) | AID 504884; in the data active means activity above about 50%, passing the limit was not always enough; further: inactives centre near 2
BH1578 lux ind – quorum light induction in luxS cqsA deficient V. cholerae; V. cholerae BH1578 lux reporter, luminescence, 6 h; actives 0.16% (n = 350,000); activation, % at 18.7 µM; in the data active means activation mostly above about 9.7%, no sharp cut-off; further: not every result past the cut was called active; inactives centre near 0; reference of the scale not given here
BoNT A protease – blocks Botulinum neurotoxin A light chain protease; multiplex microsphere protease substrate cleavage, flow cytometry; inhibition, % at 10 µM; actives 0.17% (n = 360,000); AID 588499; further: plate controls were buffer without enzyme for full effect and enzyme alone for no effect
Anthrax LF inh2 – inhibitors of Bacillus anthracis lethal factor protease. inhibition, % at 10 µM. multiplex microsphere protease cleavage assay, LF. AID 588501. actives 0.12% (n = 360,000). P15917; further: plate controls were buffer without enzyme for full effect and enzyme alone for no effect
Target sequence (P15917 whole entry, looked up): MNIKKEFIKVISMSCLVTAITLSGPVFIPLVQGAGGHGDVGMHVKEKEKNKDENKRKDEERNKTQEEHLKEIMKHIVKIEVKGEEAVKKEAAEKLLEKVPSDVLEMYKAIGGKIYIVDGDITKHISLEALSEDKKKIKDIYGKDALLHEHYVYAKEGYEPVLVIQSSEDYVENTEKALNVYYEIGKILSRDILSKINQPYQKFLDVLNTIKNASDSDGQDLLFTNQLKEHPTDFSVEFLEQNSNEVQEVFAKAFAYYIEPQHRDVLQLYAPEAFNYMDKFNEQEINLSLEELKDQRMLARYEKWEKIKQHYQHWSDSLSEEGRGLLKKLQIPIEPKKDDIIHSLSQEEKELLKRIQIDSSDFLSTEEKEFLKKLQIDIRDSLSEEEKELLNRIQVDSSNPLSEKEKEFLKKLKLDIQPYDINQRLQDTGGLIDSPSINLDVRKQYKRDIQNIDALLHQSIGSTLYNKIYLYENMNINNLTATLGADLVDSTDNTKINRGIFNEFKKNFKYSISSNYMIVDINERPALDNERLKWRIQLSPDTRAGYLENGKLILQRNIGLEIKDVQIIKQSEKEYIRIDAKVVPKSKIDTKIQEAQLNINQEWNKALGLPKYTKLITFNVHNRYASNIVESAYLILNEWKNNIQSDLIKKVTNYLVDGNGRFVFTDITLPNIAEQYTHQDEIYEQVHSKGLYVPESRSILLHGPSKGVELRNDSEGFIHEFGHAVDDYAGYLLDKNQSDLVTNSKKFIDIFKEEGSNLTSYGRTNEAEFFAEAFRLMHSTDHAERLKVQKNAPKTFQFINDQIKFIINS
PriA SSB inh – blocks PriA binding to SSB C-terminal tail; actives 0.6% (n = 430,000); AlphaScreen SSBct-PriA binding, biotinylated peptide; inhibition, % at 33 µM; AID 1272365; in the data active means inhibition mostly above about 37%, no sharp cut-off; inactive means mostly below about 20%;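 further: plate controls were negative control peptide for no effect and reference peptide for full effect; strong numbers were not always called active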
CCHFV vOTU inh – blocks the CCHF virus ovarian tumor domain protease; CCHFV vOTU protease, Pep-AMC fluorescence; inhibition, % at 11.5 µM; actives 0.55% (n = 370,000); in the data active means inhibition above about 30%; further: 0% = vehicle wells with enzyme and 100% = no enzyme wells
TcdB GH inh – inhibitors of Clostridioides difficile toxin B glycohydrolase; P18177; TcdB glycohydrolase enzymatic assay, plate reader; inhibition, % at 9.99 µM; actives 0.24% (n = 350,000); AID 652162; in the data active means inhibition above about 10%
3CLpro inhibitor – SARS-CoV 3CLpro protease inhibition; P0C6X7; recombinant SARS-CoV 3CLpro, quenched FRET peptide cleavage; inhibition, % at 6 µM; actives 0.14% (n = 290,000); in the data active means inhibition above about 12%
DUSP3 inh – blocks human VHR1 dual specificity phosphatase | AID 1654 | P51452 | inhibition, % at 13.3 µM | actives 0.52% (n = 290,000) | recombinant VHR phosphatase, pNPP absorbance; in the data active means inhibition above about 50%; further: some compounds called inactive have numbers as strong as hits
Target sequence (P51452 whole entry, looked up): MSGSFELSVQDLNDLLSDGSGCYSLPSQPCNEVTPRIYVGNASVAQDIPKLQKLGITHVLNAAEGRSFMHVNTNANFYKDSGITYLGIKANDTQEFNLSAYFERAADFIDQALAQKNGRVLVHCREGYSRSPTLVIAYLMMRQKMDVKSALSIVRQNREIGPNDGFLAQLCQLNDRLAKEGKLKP
An asterisk follows results filed as active. Unless noted, no stated cut-off is given here; in the data, active means inhibition above about 30%; inconclusive means no clear call, values can overlap the other calls; inactive means below that.

For O=C(CSc1nnc(-c2ccncc2)s1)Nc1ccccc1 the results were PfHsp40 rescue -0.3, Yp Topo-I inh -4, BH1578 lux ind -0.5, BoNT A protease 0.3, Anthrax LF inh2 -3, PriA SSB inh 9, CCHFV vOTU inh -2, TcdB GH inh -0.1, 3CLpro inhibitor -1 and DUSP3 inh 45.
For Cc1noc(C)c1COc1ccccc1C(=O)NNC(=O)c1ccc(F)cc1 the results were PfHsp40 rescue -1.3, Yp Topo-I inh 2, BH1578 lux ind inactive, BoNT A protease 1.1, Anthrax LF inh2 0, PriA SSB inh -1, CCHFV vOTU inh -1 and TcdB GH inh -0.5.
`Cc1cccc(NC(=O)[C@@H](CC(C)C)NC(=O)[C@@H]2Cc3ccccc3CN2)c1` gave PfHsp40 rescue 0.0, Yp Topo-I inh 6, BH1578 lux ind -2.6, BoNT A protease 0.5, Anthrax LF inh2 -4, PriA SSB inh -1, CCHFV vOTU inh -7, TcdB GH inh 1.6, 3CLpro inhibitor 4 and DUSP3 inh 12.
Screening CC(=O)NC12CC3CC(C1)CC(C(=O)N1CCN(c4ncccn4)CC1)(C3)C2 returned PfHsp40 rescue 0.2, Yp Topo-I inh 6, BH1578 lux ind 3.1, BoNT A protease -0.5, Anthrax LF inh2 -2, PriA SSB inh 2, CCHFV vOTU inh -2, TcdB GH inh 2.0, 3CLpro inhibitor 0 and DUSP3 inh 18.
Screening COc1ccc(F)cc1CSc1nnnn1-c1ccc(O)cc1 returned PfHsp40 rescue -1.3, Yp Topo-I inh 4, BH1578 lux ind -0.3, BoNT A protease 0.0, Anthrax LF inh2 -10, PriA SSB inh -12, CCHFV vOTU inh 5, TcdB GH inh 0.1, 3CLpro inhibitor 3 and DUSP3 inh 41.
O=C(/C=C/c1ccc(Br)cc1)NC(=S)Nc1ccc(S(=O)(=O)Nc2nccs2)cc1 was read as PfHsp40 rescue -0.2, Yp Topo-I inh 0, BH1578 lux ind 2.7, BoNT A protease 0.4, Anthrax LF inh2 2, PriA SSB inh -6, CCHFV vOTU inh 5, 3CLpro inhibitor 6 and DUSP3 inh 17.
Screening C=COCCNC(=S)Nc1ccccc1 returned PfHsp40 rescue -0.7, Yp Topo-I inh 3, BH1578 lux ind 0.2, BoNT A protease -1.0, Anthrax LF inh2 3, PriA SSB inh -12, CCHFV vOTU inh 5, TcdB GH inh 1.2, 3CLpro inhibitor 7 and DUSP3 inh 20.
For Cc1cc(C)c(NC(=O)CN2C(=O)CC(C)S(=O)(=O)c3ccccc32)c(C)c1 (stereo not given) the results were PfHsp40 rescue -0.6, Yp Topo-I inh 3, BH1578 lux ind 3.7, BoNT A protease 1.0, Anthrax LF inh2 -1, PriA SSB inh -5, CCHFV vOTU inh -10, TcdB GH inh -0.7, 3CLpro inhibitor 3 and DUSP3 inh -8.
`O=C(OCC(=O)N1CCc2ccccc2C1)c1cccs1` gave PfHsp40 rescue 0.1, Yp Topo-I inh 2, BH1578 lux ind -1.4, BoNT A protease -0.5, Anthrax LF inh2 -4, PriA SSB inh -9, CCHFV vOTU inh -8, TcdB GH inh 0.6, 3CLpro inhibitor 4 and DUSP3 inh 24.
For CCOc1ccccc1/C=C(/C#N)C(N)=O the results were PfHsp40 rescue -0.6, Yp Topo-I inh 5, BH1578 lux ind -0.5, BoNT A protease 3.4, Anthrax LF inh2 10, PriA SSB inh -20, CCHFV vOTU inh 2, TcdB GH inh -0.1, 3CLpro inhibitor -2 and DUSP3 inh 1.
For CCOc1ccc(NS(=O)(=O)c2ccc(OCC(=O)NCc3ccncc3)cc2)cc1 the results were PfHsp40 rescue 0.5, Yp Topo-I inh 11, BH1578 lux ind inactive, BoNT A protease -1.2, Anthrax LF inh2 4, PriA SSB inh -12, CCHFV vOTU inh 6, TcdB GH inh -0.2, 3CLpro inhibitor -1 and DUSP3 inh -6.
Screening COc1ncc(-c2ccc(N3C(c4ccsc4)=Cc4ccccc4C3CC(C)=O)cc2)cn1 (stereo not given) returned BoNT A protease 5.5, Anthrax LF inh2 -7, CCHFV vOTU inh -1 and TcdB GH inh 0.5.
CN(C)C(=O)CSc1nnc(Cc2ccc([N+](=O)[O-])cc2)o1 was read as PfHsp40 rescue 0.1, Yp Topo-I inh 4, BH1578 lux ind inactive, BoNT A protease 1.0, Anthrax LF inh2 4, PriA SSB inh -15, CCHFV vOTU inh -8, 3CLpro inhibitor 3 and DUSP3 inh 28.
Screening Cc1ccccc1NC(=O)C(C)c1cccc(C(=O)c2ccccc2)c1 (stereo not given) returned PfHsp40 rescue 0.9, Yp Topo-I inh 25, BH1578 lux ind 0.2, BoNT A protease -1.0, Anthrax LF inh2 -1, PriA SSB inh -15, CCHFV vOTU inh 7, 3CLpro inhibitor -3 and DUSP3 inh 16.
Screening CCC(Oc1ccccc1)C(=O)Nc1ccc(S(=O)(=O)Nc2cnc3ccccc3n2)cc1 (stereo not given) returned PfHsp40 rescue 0.7, Yp Topo-I inh 13, BoNT A protease 0.4, Anthrax LF inh2 4, PriA SSB inh 6, CCHFV vOTU inh 11, 3CLpro inhibitor -2 and DUSP3 inh -8.

Brought forward from above: two compounds; new compounds follow.
Screening Cc1ccccc1NC(=O)C(C)c1cccc(C(=O)c2ccccc2)c1 (stereo not given) returned PfHsp40 rescue 0.9, Yp Topo-I inh 25, BH1578 lux ind 0.2, BoNT A protease -1.0, Anthrax LF inh2 -1, PriA SSB inh -15, CCHFV vOTU inh 7, 3CLpro inhibitor -3 and DUSP3 inh 16.
Screening CCC(Oc1ccccc1)C(=O)Nc1ccc(S(=O)(=O)Nc2cnc3ccccc3n2)cc1 (stereo not given) returned PfHsp40 rescue 0.7, Yp Topo-I inh 13, BoNT A protease 0.4, Anthrax LF inh2 4, PriA SSB inh 6, CCHFV vOTU inh 11, 3CLpro inhibitor -2 and DUSP3 inh -8.
Screening Cc1ccc(-c2nc(N/N=C/c3cccc([N+](=O)[O-])c3)c3ccccc3n2)cc1 returned PfHsp40 rescue -1.4, Yp Topo-I inh 1, BH1578 lux ind -0.2, BoNT A protease 17, Anthrax LF inh2 -16, CCHFV vOTU inh -7, 3CLpro inhibitor -7 and DUSP3 inh 16.
Screening CC(Oc1ccc(F)cc1)C(=O)Nc1cc(S(=O)(=O)N2CCCCC2)ccc1N1CCN(C)CC1 (stereo not given) returned PfHsp40 rescue -1.7, Yp Topo-I inh 13, BH1578 lux ind -6.2, BoNT A protease -0.5, Anthrax LF inh2 -7, PriA SSB inh 8, CCHFV vOTU inh 8 and TcdB GH inh 0.3.
Screening O=[N+]([O-])c1ccc(N2CCNCC2)cc1NCC1CCCO1 (stereo not given) returned PfHsp40 rescue -0.5, Yp Topo-I inh 2, BH1578 lux ind -0.3, BoNT A protease 0.7, Anthrax LF inh2 -3, PriA SSB inh -12, CCHFV vOTU inh 0, 3CLpro inhibitor -1 and DUSP3 inh 9.
For N#Cc1cccc(NC(=O)COC(=O)C2CCC2)c1 the results were PfHsp40 rescue -0.2, Yp Topo-I inh 6, BH1578 lux ind inactive, PriA SSB inh -12, CCHFV vOTU inh 3 and TcdB GH inh 2.3.
Screening COC(=O)c1sccc1NC(=O)c1ccoc1C returned PfHsp40 rescue 1.1, Yp Topo-I inh 4, BH1578 lux ind inactive, BoNT A protease 1.1, Anthrax LF inh2 -2, PriA SSB inh -9, CCHFV vOTU inh -1, TcdB GH inh 0.3, 3CLpro inhibitor -1 and DUSP3 inh 10.
For Cc1nc(N2CCN(C(=O)c3cccs3)CC2)c2c3c(sc2n1)CCCC3 the results were PfHsp40 rescue -1.0, Yp Topo-I inh 28, BH1578 lux ind 0.2, BoNT A protease -0.5, Anthrax LF inh2 15, PriA SSB inh 5, TcdB GH inh 0.8, 3CLpro inhibitor -1 and DUSP3 inh -14.
Screening COC(=O)c1sc(NC(=O)c2ccncc2)nc1C returned PfHsp40 rescue -2.2, Yp Topo-I inh 1, BH1578 lux ind 0.7, BoNT A protease -0.4, Anthrax LF inh2 -6, PriA SSB inh -3, CCHFV vOTU inh 4, TcdB GH inh -0.9, 3CLpro inhibitor 6 and DUSP3 inh 4.
Screening O=C(CN1C(=O)CSc2cc(S(=O)(=O)N3CCCCCC3)ccc21)NCCc1ccccc1 returned PfHsp40 rescue 1.5, Yp Topo-I inh 17, BH1578 lux ind -0.2, BoNT A protease -0.7, Anthrax LF inh2 -1, PriA SSB inh -6, CCHFV vOTU inh -12, 3CLpro inhibitor 4 and DUSP3 inh -6.
Screening CC1(c2ccccc2)C(C#N)C(=O)NC(=O)C1C#N (stereo not given) returned PfHsp40 rescue -2.1, Yp Topo-I inh -7, BH1578 lux ind -0.8, BoNT A protease -1.1, Anthrax LF inh2 12, PriA SSB inh 1, CCHFV vOTU inh -2 and TcdB GH inh 1.2.
Screening CCOc1ccc(N=C2NC(=O)SC2CC(=O)OC)cc1 (stereo not given) returned PfHsp40 rescue -0.1, Yp Topo-I inh 0, BH1578 lux ind -0.3, BoNT A protease -0.1, Anthrax LF inh2 -8, PriA SSB inh -5, CCHFV vOTU inh -14, TcdB GH inh 0.9, 3CLpro inhibitor -4 and DUSP3 inh 5.
For CCOC(=O)C1CCCN(C(=O)c2cc(S(=O)(=O)N3CCCCC3)ccc2C)C1 (stereo not given) the results were PfHsp40 rescue -0.6, Yp Topo-I inh 0, BH1578 lux ind 0.6, BoNT A protease 1.0, Anthrax LF inh2 1, PriA SSB inh 3, CCHFV vOTU inh 1, TcdB GH inh 0.5, 3CLpro inhibitor 9 and DUSP3 inh 29.
`CC(C)CNS(=O)(=O)c1ccc(CCC(=O)N2CCN(Cc3ccccc3)CC2)cc1` gave PfHsp40 rescue -0.9, Yp Topo-I inh 18, BH1578 lux ind inactive, BoNT A protease 0.0, Anthrax LF inh2 -5, PriA SSB inh -5, CCHFV vOTU inh 7, 3CLpro inhibitor -6 and DUSP3 inh 13.
Screening COc1ccc(C(=O)NC(=S)NCc2cccnc2)cc1OC returned PfHsp40 rescue -1.6, Yp Topo-I inh 0, BH1578 lux ind -0.1, BoNT A protease -0.4, Anthrax LF inh2 0, PriA SSB inh 2, CCHFV vOTU inh 9, TcdB GH inh 7.8, 3CLpro inhibitor 1 and DUSP3 inh 16.
C/C(=N\NS(=O)(=O)c1ccccc1)c1cccc(NC(=O)c2cccc(Cl)c2)c1 was read as PfHsp40 rescue 1.0, Yp Topo-I inh -8, BH1578 lux ind -1.8, BoNT A protease 0.8, Anthrax LF inh2 0, CCHFV vOTU inh 1, 3CLpro inhibitor 0 and DUSP3 inh 9.
Screening COc1cc(NC(=O)CCc2nnc3ccc(N4CCC5(CC4)OCCO5)nn23)cc(OC)c1 returned PfHsp40 rescue 1.6, Yp Topo-I inh 3, BH1578 lux ind -1.2, BoNT A protease 1.0, Anthrax LF inh2 0, PriA SSB inh 5, CCHFV vOTU inh 7, TcdB GH inh 0.9, 3CLpro inhibitor 2 and DUSP3 inh -15.
`Cc1ccc(S(=O)(=O)Cc2ccc(C(=O)NCCc3ccccc3)o2)cc1` gave PfHsp40 rescue 0.6, Yp Topo-I inh 0, BH1578 lux ind -0.3, BoNT A protease -0.2, Anthrax LF inh2 -2, PriA SSB inh -12, CCHFV vOTU inh 14, TcdB GH inh -0.2, 3CLpro inhibitor 1 and DUSP3 inh -4.
For O=C(Nc1ccc(Cl)c(C(F)(F)F)c1)C1Cc2c(-c3ccccc3)ccnc2O1 (stereo not given) the results were Yp Topo-I inh 1, BH1578 lux ind -0.4, BoNT A protease -0.3, Anthrax LF inh2 4, CCHFV vOTU inh 15 and TcdB GH inh 0.0.
`Cc1ccc(-n2c(O)c(C=NCCCn3ccnc3)c(=O)[nH]c2=O)cc1` gave PfHsp40 rescue -1.4, Yp Topo-I inh 0, BH1578 lux ind -0.3, BoNT A protease -0.4, Anthrax LF inh2 2, PriA SSB inh -18, CCHFV vOTU inh -11, TcdB GH inh 0.3, 3CLpro inhibitor -5 and DUSP3 inh 4.

Compound activity: PubChem BioAssay, several laboratories

The list is partial (hit frequency here may not be typical).
